Screening results deposited in PubChem BioAssay by National Center for Advancing Translational Sciences (NCATS).
HTT ATP protect: qHTS Multiplex Assay to Identify Dual Action Probes in a Cell Model of Huntington: Cytoprotection (ATP) | PC12 HTT-Q103 induced, cytoprotection, ATP luminescence, 40 h | 230,000 tested, 0.14% active | Potency, µM (series often up to 56.4 µM), inactives show cytoprotection (ATP increase), most hits filed as activators | AID 1471, 2008;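 also: % of control where 0% means no effect; nearly all actives have a fitted effect of over 45% in size; toxic huntingtin expression switched on by the ecdysone agonist tebufenozide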
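Huntington model: PC12 line, ecdysone-inducible HTTQ103 exon1–GFP, tebufenozide 100 nM. Test articles in a dose series. Endpoint luminescence from cellular ATP.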
aGal spleen mod: qHTS Assay for Inhibitors and Activators of Human alpha-Galactosidase From Spleen Homogenate; Alpha-galactosidase A (Homo sapiens), P06280; human spleen homogenate, 4MU-alpha-Gal fluorescence, 40 min; Potency, µM (titrated, usually from 80 µM), for inactives: top-dose activity change, negative = inhibition, actives largely listed as inhibitors; 240,000 tested, 0.008% active;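 also: 0% = enzyme with vehicle and -100% = no enzyme basal signal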
Target sequence (P06280 32-429 limits assumed): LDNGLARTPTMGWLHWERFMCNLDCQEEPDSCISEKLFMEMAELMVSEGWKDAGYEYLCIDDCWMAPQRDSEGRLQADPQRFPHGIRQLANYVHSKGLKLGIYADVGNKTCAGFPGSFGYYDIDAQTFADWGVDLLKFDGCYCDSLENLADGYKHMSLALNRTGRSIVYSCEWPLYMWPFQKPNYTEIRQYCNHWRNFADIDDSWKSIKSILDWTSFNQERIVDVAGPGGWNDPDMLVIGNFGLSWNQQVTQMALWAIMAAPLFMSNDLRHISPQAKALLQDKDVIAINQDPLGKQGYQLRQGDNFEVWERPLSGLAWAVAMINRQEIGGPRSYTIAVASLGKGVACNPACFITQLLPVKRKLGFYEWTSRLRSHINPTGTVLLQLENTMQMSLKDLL
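Human spleen homogenate (1 ug) was the enzyme source, with 4-methylumbelliferyl-alpha-D-galactopyranoside (1 mM final) in pH 5.0 citrate buffer with 0.01% Tween-20. Compounds were titrated; after 40 min at 37C, NaOH/glycine stop, 4-MU fluorescence read; AC50 from Hill fits.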
aGlu spleen mod: qHTS Assay for Inhibitors and Activators of Human alpha-Glucosidase From Spleen Homogenate; human spleen homogenate, 4-MU-alpha-glucoside fluorescence; Lysosomal alpha-glucosidase (Homo sapiens), P10253; Potency, µM (titrated, usually from 79.9 µM), inactives show at the top dose activity change, negative = inhibition, actives largely listed as inhibitors; 240,000 tested, 0.006% active;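 also: 0% = enzyme with vehicle and -100% = no enzyme basal signal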
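Compounds were titrated against alpha-glucosidase in spleen homogenate at pH 5.0, with 1 mM 4-methylumbelliferyl substrate for 40 min at 37 C. Reactions were quenched with pH 10 NaOH/glycine and fluorescence measured.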
GAA glycogen: qHTS Assay for Inhibitors and Activators of Human alpha-Glucosidase Cleavage of Glycogen. Lysosomal alpha-glucosidase (Homo sapiens), P10253. recombinant GAA, glycogen substrate, Amplex Red glucose oxidase fluorescence. 300,000 tested, 0.38% active. Potency, µM (titrated, usually from 76.4 µM), without a hit: at the top dose activity change, negative = inhibition, hits mostly inhibitors. AID 2100, 2009;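 also: 0% = full enzyme reaction and -100% = no-enzyme basal signal; the screen sought inhibitors and activators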
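qHTS, 1536-well; enzyme 4 nM final; cpd up to 77 uM; substrate bovine liver glycogen 30 ug; 50 mM citrate/phosphate pH 5.0, 0.01% Tween-20; 37 C, 40 min; Amplex Red detection 45 min RT; Hill fit → AC50.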
Tau fibril FP: qHTS for Inhibitors of Tau Fibril Formation, Fluorescence Polarization; K18 P301L tau heparin fibrillization, Alexa594 FP, 6 h; Potency, µM (highest dose often 57.7 µM), for the others: at the top dose activity, negative = inhibition, actives largely listed as inhibitors; Microtubule-associated protein tau (Homo sapiens), P10636; 280,000 tested, 0.39% active; also: % is scaled to controls: 0 for no effect and ±100 for the full control effect; nearly all actives have a fitted effect of over 55% in size
Target sequence (P10636 561-689 P618L limits assumed): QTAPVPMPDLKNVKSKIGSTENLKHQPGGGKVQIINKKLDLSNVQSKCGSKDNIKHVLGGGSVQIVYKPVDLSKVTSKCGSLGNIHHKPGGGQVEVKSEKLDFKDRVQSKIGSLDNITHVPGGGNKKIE
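K18 P301L tau (15 uM unlabeled/0.24 uM Alexa 594-labeled, final) + compound + heparin 20 uM final; 100 mM NaOAc pH 7; 6 hr 37 C; ThT 30 uM final added, 1 hr RT; FP ex 555/em 632 nm.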
GAA inhib: qHTS Assay for Inhibitors of Human alpha-Glucosidase as a Potential Chaperone Treatment of Pompe Disease; Lysosomal alpha-glucosidase (Homo sapiens), P10253; AID 1466, 2008; purified human GAA, 4-MU-alpha-glucoside fluorescence; 200,000 tested, 0.005% active; Potency, µM (doses to about 76.9 µM), for inactives: top-dose activity change, negative = inhibition, actives largely listed as inhibitors;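 also: plate controls were uninhibited enzyme wells for no effect and no-enzyme background for full effect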
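AC50 values come from Hill fits of compound titrations (up to 77 uM) against 4 nM human enzyme. Substrate 4-methylumbelliferyl-alpha-D-pyranoside at 400 uM, pH 5.0 citrate buffer, 20 min room temperature; fluorescence Ex 365/Em 440 after alkaline stop.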
Tau fibril ThT: qHTS for Inhibitors of Tau Fibril Formation, Thioflavin T Binding. recombinant tau K18 P301L, heparin-induced fibrillization, ThT fluorescence. Potency, µM (titrated, usually from 57.4 µM), without a hit: at the highest dose activity, negative = inhibition, most hits filed as inhibitors. 270,000 tested, 2.1% active. AID 1460, 2008; also: % is scaled to controls: 0 for no effect and ±100 for the full control effect; nearly all actives have a fitted effect of over 55% in size
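Heparin-induced (20 uM) aggregation of recombinant human K18 P301L tau, 15 uM unlabeled with 0.24 uM labeled, pH 7 acetate buffer, 6 hr at 37 C with compound. Fibrils quantified by 30 uM ThT fluorescence after 1 hr ambient incubation.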
Tau fluor cs: Counterscreen qHTS for Inhibitors of Tau Fibril Formation, Fluorescence Polarization; Potency, µM (series often up to 57.7 µM), for inactives: at the top dose activity change, negative = decrease; 280,000 tested, 0.93% active; tau K18 P301L (four-repeat tau fragment) Alexa594 fluorescence, heparin fibrillization; also: % is scaled to controls: 0 for no effect and ±100 for the full control effect; nearly all actives have a fitted effect of over 55% in size
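Human K18 P301L tau (15 uM unlabeled plus 0.24 uM Alexa 594-labeled, final) in 100 mM sodium acetate pH 7 was mixed with compound and 20 uM heparin and incubated 6 hr at 37 C.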
Numbers without * were called inactive; ? = inconclusive; / = no result given; & = joins results of further samples; [ ] = dose if it differs, or a comment. Calls follow the shape of the dose curve; as a rule, active = well fitted curve in the direction sought with a large enough effect; inconclusive = small, poorly fitted or top-dose-only effect, or another doubt; inactive = no such curve, though single readings can be large; an effect the other way counts as inactive or inconclusive. Potency is read from the fitted curve at half-maximal effect.

SMILES	HTT ATP protect	aGal spleen mod	aGlu spleen mod	GAA glycogen	Tau fibril FP	GAA inhib	Tau fibril ThT	Tau fluor cs
O=C(CN1CCCC1)NC1C2CC3CC(C2)CC1C3 (configuration not stated)	-2%	1%	10%	-13%	-6%	0%	-6%	-5%
CN1C(=O)Cc2cc(S(=O)(=O)NCc3cccs3)ccc21	3%[10 µM]	7%	3%	9%	6%	3%	-9%	-6%
Cc1ccc(S(=O)(=O)NCCC(c2ccccc2)c2ccccc2)cc1C(=O)O	-5%	-5%	-20%	5%	-2%	-11%	-9%	-7%
Cn1c2c(c(=O)n(C)c1=O)C(c1ccc(F)cc1)C(C#N)=C(N)O2 (configuration not stated)	-35%	7%	/	5%	?	0%	?	-16%
CC(C)CN(c1ccccc1)S(=O)(=O)c1nnc(NC(=O)c2ccco2)s1	/	/	/	19%[76.3 µM]	1%	/	?	-4%
COC(=O)c1n[nH]c2ccccc12	-11%	4%	-3%	-12%	8%	-12%	5%	6%
CCOc1ccccc1N1CC(O)=C(c2nc3ccccc3s2)C1=N	-14%[1.9 µM]	2%	-1%	2%	6%	-2%	?	-21%
O=C(c1ccc(CNc2c(N3CCOCC3)c(=O)c2=O)cc1)N1CC=C(c2ccccc2)CC1	10%[10 µM]	5%	-3%	4%	-10%	5%	-7%	1%
COc1ccccc1C(=O)Nc1ccc(N2CCN(S(C)(=O)=O)CC2)cc1	-13%[10 µM]	8%	-1%	9%	-4%	0%	?	-13%
CC(C)c1cc(NC(=O)C(C)(C)C)cc(C(C)C)c1O	8%	5%	-3%	32µM*	-9%	-10%	-2%	-3%
COc1cc(C(=O)Nc2ccc3c(c2)N(C(=O)CCN(C)C)c2ccccc2CC3)cc(OC)c1OC	12%[10 µM]	3%	5%	-6%	-2%	-4%	-12%	-10%
Cc1cccc(-c2n[nH]c([N+](=O)[O-])n2)c1	-1%	-9%	-7%	3%	-2%	3%	-12%	-6%
CCN(CC)S(=O)(=O)c1ccc(N2CCCC2)c(NC(=O)c2ccc(OC)cc2OC)c1	/	-4%	2%	-14%	0%	-1%	7%	4%
O=C(CCNS(=O)(=O)c1cccc2nsnc12)Nc1ccc2c(c1)OCCO2	-22%	-1%	-7%	6%	0%	0%	-13%	-13%
CN(CCO)Cc1csc2ccc(Br)cc12	16%	2%	3%	3%	7%	10%	-6%	-3%
O=C(C1CCN(S(=O)(=O)c2cccc3cccnc23)CC1)N1CC=C(c2ccccc2)CC1	-27%	2%	-4%	-5%	7%	-26%[15.4 µM]	-9%	-5%
O=C(O)CSc1nc2ccc(NC(=O)COc3ccc(Cl)cc3)cc2s1	/	/	/	14%[76.3 µM]	9%	/	-6%	1%
CCCCC/C=C\C/C=C\CC1OC1C/C=C\CCCC(=O)O (configuration not stated)	12%&6%	-5%&-4%	-6%&4%	/	?	/	-2%&-12%	-2%&-12%
Cc1ccc(-c2cnc(SCC(=O)N3CCCc4ccccc43)n2C)cc1	-21%	-1%	4%	1%	4%	0%	?	-17%
Cc1ccc(OCCSc2nnc(-c3ccncc3)n2C)cc1	-10%	2%	-2%	1%	0%	-2%	?	-10%
CC(C)(C)OC(=O)N1CCC(CNC(=O)c2ccc(F)cc2)CC1	-10%[10 µM]	-6%	-9%	-3%	1%	/	/	9%
O=C(COC(=O)c1ccc(-c2nnc(-c3ccccc3)o2)cc1)c1ccccc1	9%[10 µM]	10%	2%	-6%	4%	7%	?	-3%
Cc1ccc(NC(=O)c2oc3c(c2C)C(=O)CC(C)(C)C3)cc1	-6%[0.074 µM]	3%	-4%	-1%	6%	-6%	-5%	-5%
COc1ccccc1Oc1c(C)oc2cc(OC(=O)c3ccco3)ccc2c1=O	3%	10%	-12%	-2%	5%	?	-15%	-5%
COc1ccc(Cn2c(C3CC3)nc3ccc(NC(=O)C4CC4)cc3c2=O)cc1	-23%	10%	10%	0%	-5%	0%	-10%	5%
CCOC(=O)c1cccc(NC(=O)c2oc3c(c2C)-c2[nH]ncc2CC3)c1	/	/	/	10%[76.3 µM]	-16%	/	-15%	-20%
C=CCn1c(SCC(=O)N(CC)CC)nc(O)cc1=O	10%	1%	5%	-3%	-8%	-6%	-8%	0%
COc1cc2c(cc1OC)C(C(=O)Nc1cc(OC)c(OC)c(OC)c1)C(c1cccnc1)N(C)C2=O (configuration not stated)	-6%	3%	-4%	0%	-3%	6%	-7%	-10%
CC1CCN(S(=O)(=O)c2ccc3c(c2)c(=O)c(C(=O)NC(C)c2ccccc2)cn3C)CC1 (configuration not stated)	/	/	/	8%[76.3 µM]	-4%	/	-8%	?
Cc1ccc2cc(C#N)c(NCCNC(=S)NCCCN(C)C)nc2c1C	23%[10 µM]	5%	2%	-5%	-7%	?	-3%	-17%
CCCn1c(C2CC(=O)N(c3cc(OC)ccc3OC)C2)nc2ccccc21 (configuration not stated)	11%[10 µM]	-2%	-6%	6%	-2%	2%	-16%	-3%
O=C(NCC(=O)N1CCN(S(=O)(=O)/C=C/c2ccccc2)CC1)c1ccccc1F	/	-1%	6%	29%	-3%	-6%	1%	-4%
COc1ccc(-c2nnc(-c3ccc(N(C)C)cc3)o2)cc1	19%	14%	5%	-3%	-3%	14%	?	-10%
CC1CCCN(C(=S)Nc2ccc(Nc3ccccc3)cc2)C1 (configuration not stated)	24%	-3%	-9%	?	?	-5%	?	13µM*[quencher]
O=C(CCN1CCOCC1)c1ccccc1	15%	1%	-2%	-4%	5%	3%	?	-12%
COc1ccc(N(CC(C)C)S(=O)(=O)c2nnc(NC(=O)c3ccco3)s2)cc1	/	/	/	4%[76.3 µM]	?	/	?	?
O=C(NCCC1=CCCCC1)C1CCN(C(=O)c2ccc(Cl)cc2)CC1	-6%	2%	-9%	6%	0%	-6%	-3%	-4%
CCOC(=O)c1[nH]c(C(=O)O)c(CCC(=O)OC)c1C	12%	7%	-12%	3%	-4%	-3%	-2%	4%
COc1ccc(-n2c(COc3cccc4cccnc34)nnc2SCC(=O)O)cc1	-14%	-3%	-2%	-1%	?	11%	-2%	-3%
COCC(=O)N(C)C1(c2nnnn2CCOC(=O)Nc2cccc3ccccc23)CCCC1	10%[10 µM]	-2%	-14%	-2%	-5%	2%	7%	-9%
CCNc1nc(NC(C)C)nc(Oc2ccc(OCCOc3ccccc3)nn2)n1	-4%	-12%	-2%	-5%	5%	-2%	-6%	-3%
Cc1ccc(OCC(=O)Nn2cnnc2)c(Br)c1	-21%[10 µM]	4%	-5%	6%	5%	-1%	3%	3%

Of the compounds above, seven have a halogen:
SMILES	HTT ATP protect	aGal spleen mod	aGlu spleen mod	GAA glycogen	Tau fibril FP	GAA inhib	Tau fibril ThT	Tau fluor cs
Cn1c2c(c(=O)n(C)c1=O)C(c1ccc(F)cc1)C(C#N)=C(N)O2 (configuration not stated)	-35%	7%	/	5%	?	0%	?	-16%
CN(CCO)Cc1csc2ccc(Br)cc12	16%	2%	3%	3%	7%	10%	-6%	-3%
O=C(O)CSc1nc2ccc(NC(=O)COc3ccc(Cl)cc3)cc2s1	/	/	/	14%[76.3 µM]	9%	/	-6%	1%
CC(C)(C)OC(=O)N1CCC(CNC(=O)c2ccc(F)cc2)CC1	-10%[10 µM]	-6%	-9%	-3%	1%	/	/	9%
O=C(NCC(=O)N1CCN(S(=O)(=O)/C=C/c2ccccc2)CC1)c1ccccc1F	/	-1%	6%	29%	-3%	-6%	1%	-4%
O=C(NCCC1=CCCCC1)C1CCN(C(=O)c2ccc(Cl)cc2)CC1	-6%	2%	-9%	6%	0%	-6%	-3%	-4%
Cc1ccc(OCC(=O)Nn2cnnc2)c(Br)c1	-21%[10 µM]	4%	-5%	6%	5%	-1%	3%	3%
